HIF activator: HIF pathway transcriptional activation | U2OS HRE-luciferase reporter, luminescence; normalized: DMSO 0%, desferrioxamine 100% | activation, % at 7.5 µM (by protocol) | 0.32% of 300,000 active | AID 1910;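 active means mean activation of at least 10% of the iron chelator positive control signal, with at least half of replicates also reaching 10%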
HSF1 activator: increases HSF-1 driven luciferase reporter signal; NIH3T3-HGL HSF-1 luciferase reporter, MG132, 8 h; 100% = twice DMSO control signal; activation, % at 9 µM; 1.7% of 300,000 active; AID 504408;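 active means mean replicate activation of at least 50% with a set share of replicates each reaching 50%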;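 further: 0% = median of the neutral control wells and 100% = twice that signal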
Platelet DG rel: platelet dense granule release activity | human platelet-rich plasma, SFLLRN dense granule ATP release, luminescence | inhibition, %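 (compounds screened at 7.5 µM in platelet-rich plasma)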 | 0.22% of 300,000 active | AID 1663;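 active means mean replicate score, as percent of positive control, at or above 50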
HDAC3 inhib: blocks human histone deacetylase 3. inhibition, % at 8.3 µM. 0.15% of 320,000 active. recombinant HDAC3, fluorogenic peptide/trypsin coupled, fluorescence. O15379; in the data active means inhibition above about 26%, passing the limit was not always enough
Target sequence (O15379 whole entry, looked up): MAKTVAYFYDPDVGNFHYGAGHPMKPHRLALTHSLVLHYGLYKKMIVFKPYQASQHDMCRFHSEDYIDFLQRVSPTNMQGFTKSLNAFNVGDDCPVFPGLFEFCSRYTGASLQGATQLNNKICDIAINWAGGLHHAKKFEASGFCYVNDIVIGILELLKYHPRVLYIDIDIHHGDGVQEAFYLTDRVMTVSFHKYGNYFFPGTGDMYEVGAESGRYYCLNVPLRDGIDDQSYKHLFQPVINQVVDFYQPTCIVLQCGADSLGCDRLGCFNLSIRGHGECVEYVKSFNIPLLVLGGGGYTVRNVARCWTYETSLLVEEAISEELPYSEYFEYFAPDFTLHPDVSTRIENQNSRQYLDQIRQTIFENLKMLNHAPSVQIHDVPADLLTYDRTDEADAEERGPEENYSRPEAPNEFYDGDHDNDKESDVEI
IEC-6 tox: kills IEC-6 intestinal cells in KLF5 counter-screen; IEC-6 cytotoxicity, luminescence viability; 0.78% of 290,000 active; inhibition, % at 5 µM; in the data active means inhibition above about 22%;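 further: 0% = plate median of test compound wells and 100% = cytotoxic reference compound wells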
KLF5 inhibitor: inhibitors of KLF5 expression; 0.23% of 290,000 active; DLD-1 KLF5 promoter-luciferase reporter, luminescence; inhibition, % at 5 µM; AID 1700;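 active means inhibition above a per-plate limit of that plate's mean compound inhibition plus 3 SD, cut at about 60% in these data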;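 further: 0% = DMSO wells and 100% = LY294002 at 200 µM; higher means less KLF5 promoter-driven luciferase light; inactives centre near -14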
aSyn 5UTR inh: MLPCN primary screen, SNCA 5' untranslated region; 0.82% of 300,000 active; inhibition, % (tested at 7.5 µM); alpha-synuclein 5'UTR reporter, inhibitor activity; in the data active means inhibition above about 60%;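 further: H4 neuroglioblastoma cells stably carrying SNCA 5'UTR luciferase fusion; 0% = DMSO wells and 100% = positive control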
HSP90 refold inh: HSP90 refolding inhibition in rabbit reticulocyte lysate | luciferase refolding luminescence, 3 h | inhibition, % at 5.6 µM | 0.91% of 290,000 active;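 active means inhibition above the screen-wide mean plus 3 SD, computed separately per campaign, cut at about 16% in these data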;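 further: 0% = DMSO wells and 100% = 60 µM geldanamycin wells; inhibitors lower the luminescence because luciferase stays unfolded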
HSF1 inhib: HSF1 inhibition; NIH3T3-HGL HSE-luciferase, MG132-induced, luminescence 8 h; hits give low values; 0.77% of 300,000 active; activity change, negative = inhibition, % at 7.5 µM (by protocol);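 active means more than half of replicate wells show activity change below -50%, luminescence cut by over half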;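 further: luciferase reports HSF-1 transcriptional activity via heat shock element; 0% = median of DMSO wells and -100% = zero luminescence signal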
AI-2 QS modul: modulates the Vibrio harveyi AI-2 quorum sensing system. Vibrio harveyi JMH597 AI-2 luminescence/OD600 ratio, 9 h; hits give low values; strain lacks LuxN and CqsS sensors; 0 = neutral-control median. activity change, % at 7.5 µM. 0.4% of 300,000 active. AID 2094; in the data active means activity change below about -75%, passing the limit was not always enough;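 further: luminescence divided by OD600 gain over 9 h not by final OD600 alone; inactives centre near 13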
* marks the source's active call; other numbers are inactive results.

What do the screens show for `COc1ccc(NC(=O)CN(c2ccccc2F)S(=O)(=O)c2ccc(C)cc2)c(OC)c1`?
HIF activator: 1.1; HSF1 activator: 24; Platelet DG rel: 7; HDAC3 inhib: 3; IEC-6 tox: 6; KLF5 inhibitor: 12; aSyn 5UTR inh: 12; HSP90 refold inh: 3; HSF1 inhib: 3; AI-2 QS modul: 0

Results for C=CCNC(=O)c1c(CSc2ccc(Cl)cc2)noc1C(=O)NCCC ?
HIF activator: -0.5; HSF1 activator: 16; Platelet DG rel: 4; HDAC3 inhib: 4; aSyn 5UTR inh: 13; HSF1 inhib: 12; AI-2 QS modul: 5

Results for O=C(OCC(=O)N1N=C(c2ccc(Cl)cc2)CC1c1ccco1)c1ccccc1O (centres undefined) ?
HIF activator: 0.0; HSF1 activator: -8; Platelet DG rel: -1; HDAC3 inhib: 9; IEC-6 tox: 1; KLF5 inhibitor: -13; aSyn 5UTR inh: 17; HSP90 refold inh: -2; HSF1 inhib: 10; AI-2 QS modul: 4

What do the screens show for `CCN1C(=O)C(CC(=O)Nc2ccc(Br)cc2)N(CCCc2ccccc2)C1=S` (centres undefined)?
HIF activator: 0.1; HSF1 activator: 39; Platelet DG rel: -1; HDAC3 inhib: 4; IEC-6 tox: 8; KLF5 inhibitor: 2; aSyn 5UTR inh: 23; HSP90 refold inh: -1; HSF1 inhib: 8; AI-2 QS modul: 15

How did O=C(CNc1cccc(S(=O)(=O)N2CCCC2)c1)Nc1ccc(F)c(F)c1 do in these assays?
HIF activator: 0.3; HSF1 activator: 0; Platelet DG rel: -6; HDAC3 inhib: -6; aSyn 5UTR inh: -1; HSF1 inhib: 0; AI-2 QS modul: -4

Results for CC/C(=N\O)C(C)(C)/[N+]([O-])=C/c1ccc(Br)cc1 ?
HIF activator: -0.7; HSF1 activator: -6; Platelet DG rel: 7; HDAC3 inhib: 1; IEC-6 tox: 0; KLF5 inhibitor: -2; aSyn 5UTR inh: 2; HSP90 refold inh: 2; HSF1 inhib: -2; AI-2 QS modul: 31

Results for COc1ccccc1C(=O)Nc1ccc(NC(=O)c2ccco2)cn1 ?
HIF activator: 2.4; HSF1 activator: 23; Platelet DG rel: -5; HDAC3 inhib: 1; IEC-6 tox: 5; KLF5 inhibitor: -95; aSyn 5UTR inh: -80; HSP90 refold inh: 2; HSF1 inhib: 16; AI-2 QS modul: 11

Results for Cc1ccccc1C(=O)NNC(=O)Nc1ccccc1 ?
HIF activator: 0.0; HSF1 activator: 9; Platelet DG rel: -2; HDAC3 inhib: 0; IEC-6 tox: 0; KLF5 inhibitor: 7; aSyn 5UTR inh: 24; HSP90 refold inh: 1; HSF1 inhib: -4; AI-2 QS modul: 19

Results for Cc1cc(C)n2nc(SCc3ncc(-c4ccccc4)o3)nc2n1 ?
HIF activator: -0.3; HSF1 activator: -5; Platelet DG rel: 3; HDAC3 inhib: 15; aSyn 5UTR inh: 37; HSF1 inhib: -6; AI-2 QS modul: 23

What do the screens show for `Cc1ccc(-n2c(C)cc(/C=C3\SC(=O)NC3=O)c2C)cc1`?
HIF activator: 4.6; HSF1 activator: 61*; Platelet DG rel: -1; IEC-6 tox: -14; KLF5 inhibitor: -190; aSyn 5UTR inh: -174; HSP90 refold inh: -2; HSF1 inhib: 38; AI-2 QS modul: 33

How did Cc1occc1-c1nnc(SCC(=O)N2CCN(c3ccccc3F)CC2)n1C do in these assays?
HIF activator: 0.3; HSF1 activator: -3; Platelet DG rel: -2; HDAC3 inhib: -6; IEC-6 tox: 3; KLF5 inhibitor: 21; aSyn 5UTR inh: -14; HSP90 refold inh: 3; HSF1 inhib: 2; AI-2 QS modul: 0

How did C=CCn1c(N)c(-c2nc3ccccc3n2C)sc1=S do in these assays?
HIF activator: -0.4; HSF1 activator: -12; Platelet DG rel: 0; HDAC3 inhib: 0; IEC-6 tox: 6; KLF5 inhibitor: -17; aSyn 5UTR inh: -39; HSP90 refold inh: 1; HSF1 inhib: -7; AI-2 QS modul: 20

What do the screens show for `Cc1c(C(=O)OCC(=O)NCc2ccccc2)oc2ccccc12`?
HIF activator: -0.3; HSF1 activator: 7; Platelet DG rel: 1; HDAC3 inhib: 3; aSyn 5UTR inh: 1; HSF1 inhib: -2; AI-2 QS modul: 27

Results for O=[N+]([O-])c1ccc(N/N=C/c2ccc(OCc3cccc4ccccc34)cc2)nc1 ?
HIF activator: 1.0; HSF1 activator: 20; Platelet DG rel: -1; HDAC3 inhib: -9; IEC-6 tox: -13; KLF5 inhibitor: -88; aSyn 5UTR inh: -57; HSP90 refold inh: 1; HSF1 inhib: 4; AI-2 QS modul: 16

How did CCOC(=O)c1c(C)n(C)c2cc(-c3ccc(C)cc3)c(O)cc12 do in these assays?
HIF activator: -0.1; HSF1 activator: 43; Platelet DG rel: -8; HDAC3 inhib: -5; IEC-6 tox: 5; KLF5 inhibitor: -23; aSyn 5UTR inh: 13; HSP90 refold inh: -3; HSF1 inhib: 13; AI-2 QS modul: 12

How did CC(/C=C/C=C/c1ccccc1)=N\NC(=O)c1cccnc1 do in these assays?
HIF activator: 0.9; HSF1 activator: 20; Platelet DG rel: 3; HDAC3 inhib: 0; IEC-6 tox: -3; KLF5 inhibitor: -4; aSyn 5UTR inh: -32; HSP90 refold inh: 1; HSF1 inhib: 7; AI-2 QS modul: -6

How did CCOC(=O)C1CCN(C(=O)NS(=O)(=O)c2ccc(C)cc2)CC1 do in these assays?
HIF activator: 0.0; HSF1 activator: -17; Platelet DG rel: 7; HDAC3 inhib: -1; IEC-6 tox: 6; KLF5 inhibitor: 15; aSyn 5UTR inh: 28; HSP90 refold inh: 0; HSF1 inhib: -6; AI-2 QS modul: 15

Results for Cc1cc2nc(SC(C)C(=O)O)[nH]c2cc1C (centres undefined) ?
HIF activator: -0.1; HSF1 activator: 0; Platelet DG rel: -3; HDAC3 inhib: -3; IEC-6 tox: 4; KLF5 inhibitor: -27; aSyn 5UTR inh: -1; HSP90 refold inh: 2; HSF1 inhib: 2; AI-2 QS modul: 11

What do the screens show for `CC1CCN(c2nnc(N)s2)CC1`?
HIF activator: 0.3; HSF1 activator: -17; Platelet DG rel: 1; IEC-6 tox: -2; KLF5 inhibitor: -13; aSyn 5UTR inh: -20; HSP90 refold inh: 2; HSF1 inhib: 5; AI-2 QS modul: 23

How did Cc1cc(C)c(NC(=S)N(C)C)cc1C do in these assays?
HIF activator: -0.3; HSF1 activator: 10; Platelet DG rel: 10; IEC-6 tox: -2; KLF5 inhibitor: -25; aSyn 5UTR inh: -4; HSP90 refold inh: -2; HSF1 inhib: 1; AI-2 QS modul: 16

How did CCOC(=O)C1CCCN(C(=O)Cc2c(F)cccc2Cl)C1 (centres undefined) do in these assays?
HIF activator: -0.1; HSF1 activator: -9; Platelet DG rel: -1; HDAC3 inhib: -1; IEC-6 tox: 2; KLF5 inhibitor: -14; aSyn 5UTR inh: 25; HSP90 refold inh: 3; HSF1 inhib: -8; AI-2 QS modul: -12

Results for CC(=O)c1cccc(NC(=O)NCc2ccc3c(c2)OCO3)c1 ?
HIF activator: 0.3; HSF1 activator: -4; Platelet DG rel: -8; HDAC3 inhib: 9; IEC-6 tox: -5; KLF5 inhibitor: -25; aSyn 5UTR inh: 0; HSP90 refold inh: -2; HSF1 inhib: 3; AI-2 QS modul: -23

How did CCc1[nH]nc(C(=O)N2CCCC(CCC(=O)N3CCN(c4ccccn4)CC3)C2)c1C (centres undefined) do in these assays?
HIF activator: 0.1; HSF1 activator: 7; Platelet DG rel: -3; HDAC3 inhib: -3; IEC-6 tox: 1; KLF5 inhibitor: 1; aSyn 5UTR inh: -32; HSP90 refold inh: -3; HSF1 inhib: -6; AI-2 QS modul: 9

What do the screens show for `CN(C)CCCNC(=O)c1cc(C(=O)c2cccc(Cl)c2Cl)c[nH]1`?
HIF activator: 0.8; HSF1 activator: 6; Platelet DG rel: 6; HDAC3 inhib: 1; IEC-6 tox: 1; KLF5 inhibitor: -9; aSyn 5UTR inh: -20; HSP90 refold inh: -3; HSF1 inhib: -4; AI-2 QS modul: 19

How did Cc1cc(C)nc(SCc2csc(-c3ccccc3)n2)n1 do in these assays?
HIF activator: 1.2; HSF1 activator: 47; Platelet DG rel: 6; HDAC3 inhib: 5; IEC-6 tox: -10; KLF5 inhibitor: -108; aSyn 5UTR inh: -91; HSP90 refold inh: 4; HSF1 inhib: 24; AI-2 QS modul: 4

Results for CC1(C)CSC(=NCCc2ccccc2)N1 ?
HIF activator: -0.1; HSF1 activator: 1; Platelet DG rel: -21; HDAC3 inhib: 6; IEC-6 tox: 7; KLF5 inhibitor: 17; aSyn 5UTR inh: -20; HSP90 refold inh: 1; HSF1 inhib: -2; AI-2 QS modul: -14

Results for O=C(Nc1ccc(O)cc1)c1ccc(NC(=O)c2cccs2)cc1 ?
HIF activator: 2.6; HSF1 activator: 65*; Platelet DG rel: 8; HDAC3 inhib: 1; IEC-6 tox: 11; KLF5 inhibitor: -55; aSyn 5UTR inh: -70; HSP90 refold inh: -3; HSF1 inhib: 20; AI-2 QS modul: 16

How did CN(/N=C/c1ccc(Cl)cc1Cl)c1ncc(Cl)cc1C(F)(F)F do in these assays?
HIF activator: 0.0; HSF1 activator: 9; Platelet DG rel: -1; HDAC3 inhib: 1; IEC-6 tox: -4; KLF5 inhibitor: -19; aSyn 5UTR inh: 3; HSP90 refold inh: -2; HSF1 inhib: -3; AI-2 QS modul: 16

What do the screens show for `CCOc1ccccc1OCCOc1ccc(F)cc1`?
HIF activator: -0.1; HSF1 activator: 10; Platelet DG rel: -8; HDAC3 inhib: -1; IEC-6 tox: -4; KLF5 inhibitor: 3; aSyn 5UTR inh: -29; HSP90 refold inh: 0; HSF1 inhib: 7; AI-2 QS modul: 20

Results for O=[N+]([O-])c1ccc(Oc2ccc(C(F)(F)F)cn2)cc1 ?
HIF activator: -0.1; HSF1 activator: 11; Platelet DG rel: 1; HDAC3 inhib: 1; IEC-6 tox: -3; KLF5 inhibitor: -43; aSyn 5UTR inh: -8; HSP90 refold inh: 0; HSF1 inhib: 10; AI-2 QS modul: 4

What do the screens show for `Cc1ccc(C)c(S(=O)(=O)NCc2ccc(C(=O)N3CCCCC3C)cc2)c1` (centres undefined)?
HIF activator: -0.2; HSF1 activator: -7; Platelet DG rel: 3; HDAC3 inhib: 0; IEC-6 tox: -3; KLF5 inhibitor: -26; aSyn 5UTR inh: 15; HSP90 refold inh: 0; HSF1 inhib: -8; AI-2 QS modul: 4

Results for O=C(c1ccccc1)c1cnc(Nc2ccc(Cl)c(Cl)c2)s1 ?
HIF activator: 0.4; HSF1 activator: 9; Platelet DG rel: 6; HDAC3 inhib: 4; IEC-6 tox: 0; KLF5 inhibitor: -13; aSyn 5UTR inh: -51; HSP90 refold inh: -1; HSF1 inhib: 7; AI-2 QS modul: 3

How did O=C(CSc1nc2ccccc2c(=O)[nH]1)c1ccc(O)c(O)c1 do in these assays?
HSF1 activator: 8; Platelet DG rel: -5; HDAC3 inhib: 15; IEC-6 tox: -1; KLF5 inhibitor: -8; aSyn 5UTR inh: 8; HSP90 refold inh: 0; HSF1 inhib: 5; AI-2 QS modul: 34

What do the screens show for `CC1=C(C(=O)OCc2ccccc2)C(c2cccc([N+](=O)[O-])c2)NC(=O)N1CCCCCC(=O)O` (centres undefined)?
HIF activator: 0.4; HSF1 activator: -13; Platelet DG rel: 3; HDAC3 inhib: 6; IEC-6 tox: -1; KLF5 inhibitor: 2; aSyn 5UTR inh: 20; HSP90 refold inh: 1; HSF1 inhib: -9; AI-2 QS modul: -7

From PubChem
